H37Rv inhibition – M. tuberculosis growth inhibition, HTS (AID 449762); 330,000 compounds, 0.59% hits; inhibition, % at 25 µM, or IC50 in µM where a hit was titrated; M. tuberculosis H37Rv growth inhibition, 7H9 media; higher % means a stronger effect; in the data active = a potency from the dose series; inconclusive = inhibition above about 70% without an active follow-up result;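 note: bacterial growth assessed after seven days of incubation; strong numbers were not always called active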
M. tuberculosis – growth inhibition of non-replicating M. tuberculosis (AID 488890). 320,000 compounds, 0.39% hits. Mycobacterium tuberculosis non-replicating, growth inhibition; higher % means a stronger effect. inhibition, % at 25 µM, or IC50 in µM where a hit was titrated; in the data active = a potency from the dose series; inconclusive = inhibition mostly from about 82% at the one dose, without a potency; inactive = the rest, 99 in 100 with inhibition below about 76%;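 note: plate controls were DMSO cells for no effect and high antibiotic wells for full effect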
influenza NS1A – H1N1 influenza NS1A inhibitors, functional cell based assay (AID 504329); one-dose inhibition, % at 12.5 µM; IC50 in µM for titrated hits; 340,000 compounds, 0.3% hits; NS1A functional cell-based assay, percent inhibition; higher % means a stronger effect; in the data active = a potency from the dose series; inconclusive = inhibition above about 27% without an active follow-up result; note: strong numbers were not always called active
Salmonella PhoP GFP – PhoP regulon inhibitors, Salmonella typhi PhoP promoter GFP reporter, confirmatory (AID 1850). 310,000 compounds, 0.33% hits. one-dose inhibition, % at 50 µM; IC50 in µM for titrated hits. Salmonella Typhi PhoP-promoter GFP reporter, fluorescence, 4 h; higher % means a stronger effect; in the data active = a potency from the dose series; inconclusive = inhibition mostly from about 25% at the one dose, without a potency; inactive = the rest, 99 in 100 with inhibition below about 19%;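 note: 0% = induced wells with vehicle and 100% = uninduced wells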
inhibitors of VEEV – inhibitors of VEEV TC-83 cytopathic effect, confirmation, Vero cells (AID 588727); Vero cells, VEEV TC-83 cytopathic effect inhibition; higher % means a stronger effect; inhibition, % at 20 µM; hits with a dose series show IC50 in µM; 350,000 compounds, 0.13% hits; in the data active = a potency from the dose series; inconclusive = inhibition mostly from about 14% at the one dose, without a potency; inactive = the rest, 99 in 100 with inhibition below about 12%; note: strong numbers were not always called active
inhibitors of VEEV 10K pilot screen – further read-out of inhibitors of VEEV, marked with its call; inhibition, %; measured here: 10K pilot screen inhibition
Starred values were filed as active, the others as inactive; i = inactive; ? = inconclusive; . = not tested or not shown.

SMILES	H37Rv inhibition	M. tuberculosis	influenza NS1A	Salmonella PhoP GFP	inhibitors of VEEV	others
Cn1c(NC(=O)C[n+]2cc(-c3ccc(Cl)cc3)n3c2CCC3)cc(=O)n(C)c1=O	-2%	28%	0%	11%	i
COCCn1c(C)cc(C(=O)COC(=O)CNC(=O)c2ccco2)c1C	-10%	0%	0%	.	0.7%
COc1ccccc1C(=O)COC(=O)COc1ccc(C#N)cc1	2%	36%	1%	.	0.2%
O=C1CC(N2CCN(c3cccc(C(F)(F)F)c3)CC2)C(=O)N1c1ccccc1F (stereo unspecified)	-4%	24%	-16%	-3%	1.9%
Cc1ccc(-c2nnc(-c3ccccc3)c(-c3ccccc3)n2)cc1	9%	?	7%	-3%	1.6%
CC(C)Cn1c(SCC(=O)Nc2ccc(Cl)cc2F)nc(O)cc1=O	4%	30%	0%	.	i
CCCS(=O)(=O)N1CCN(S(=O)(=O)c2ccc(F)cc2)CC1	-11%	-10%	1%	3%	0.5%
COC(=O)c1cccc(NC(=S)NCc2ccc(Cl)cc2)c1	4%	?	-8%	-7%	9.0%
COc1ccccc1C=NC(CO)C(O)c1ccc([N+](=O)[O-])cc1 (stereo unspecified)	-10%	-5%	2%	8%	1.9%
CSc1ccc(NC(=O)Nc2ccccc2C(N)=O)cc1	-3%	8%	8%	-5%	0.8%
N#C/C(=C\c1ccc(OC(=O)c2cccs2)cc1)c1nc2ccccc2[nH]1	38%	?	-1%	-1%	4.6%
Cc1ccc(-n2c(=O)[nH]cc(C(=O)N3CCc4ccccc43)c2=O)cc1	9%	4%	-2%	1%	4.1%
Cc1cccc(-c2cc3nc(C)cc(C)n3n2)c1	-4%	13%	-14%	-23%	2.4%
CCCCCC(O)CCc1n[nH]c(=S)n1-c1ccccc1 (stereo unspecified)	-6%	17%	4%	-8%	0.3%
CN1/C(=C\C(=O)CSc2ncn[nH]2)C(C)(C)c2ccccc21	-1%	21%	-3%	-8%	0.4%
COc1ccccc1OCCNC1CCCC1	-3%	3%	3%	2%	0.9%
CN(CC(=O)Nc1ccccc1C(=O)NC1CC1)Cc1ccc(Cl)cc1	7%	-8%	2%	.	6.2%
CNS(=O)(=O)c1cn(CC(=O)NCc2ccc(OC)cc2)cc1S(=O)(=O)NC	8%	4%	-3%	-6%	0.1%
COc1ccc(CCn2c(=N)c(S(=O)(=O)c3ccc(Cl)cc3)cc3c(=O)n4ccccc4nc32)cc1	12%	-1%	-1%	-46%	1.6%
O=C(NC1CCCCC1)c1ccccc1-c1ccccc1	?	48%	0%	-8%	1.0%
CCc1ccc(C(C(=O)NC2CCCC2)N(C(=O)c2csnn2)C2CC2)cc1 (stereo unspecified)	-4%	11%	4%	5%	0.4%
O=C(CCC(=O)NNC(=O)Cc1ccccc1)NCc1ccccc1	-3%	-11%	.	2%	i
COc1cc(-c2c(C(C)=O)c(C)nc3c2C(=O)c2ccccc2-3)cc(OC)c1OC	.	.	4%	.	3.3%
Cc1nnc(Nc2ccc(O)cc2)[nH]c1=O	3%	6%	0%	-4%	0.2%
COC(=O)C1=C(c2cccc(C#N)c2)C[C@@H]2CC[C@H]1N2C(=O)N1CCOCC1	-3%	-5%	0%	.	i

By substructure: the entries above with an aryl thioether with sulfur outside any ring (3)
SMILES	H37Rv inhibition	M. tuberculosis	influenza NS1A	Salmonella PhoP GFP	inhibitors of VEEV	others
CC(C)Cn1c(SCC(=O)Nc2ccc(Cl)cc2F)nc(O)cc1=O	4%	30%	0%	.	i
CSc1ccc(NC(=O)Nc2ccccc2C(N)=O)cc1	-3%	8%	8%	-5%	0.8%
CN1/C(=C\C(=O)CSc2ncn[nH]2)C(C)(C)c2ccccc21	-1%	21%	-3%	-8%	0.4%

(more compounds)
SMILES	H37Rv inhibition	M. tuberculosis	influenza NS1A	Salmonella PhoP GFP	inhibitors of VEEV	others
COc1cccc(C(=O)NNC(=O)Cc2ccc([N+](=O)[O-])cc2)c1	-4%	57%	-1%	16%	2.2%
Cc1ccc(-n2c(SCC(=O)c3c(N)n(C)c(=O)n(C)c3=O)nc3sc4c(c3c2=O)CCCC4)c(C)c1	15%	?	7%	-9%	9.9%
CCc1ccc(NC(=O)COC(=O)CN2C(=O)COc3ccccc32)cc1	-14%	-4%	1%	12%	0.6%
COc1ccc2sc(-c3ccc(S(C)(=O)=O)cc3)c(-c3ccc(SC)cc3)c2c1	-1%	34%	-6%	.	1.8%	inhibitors of VEEV 10K pilot screen=3.8
O=C(COC(=O)c1ccc([N+](=O)[O-])s1)NCCc1ccccc1	?	-16%	8%	.	2.2%
c1ccc(CNCc2ccc3c(c2)OCO3)nc1	1%	13%	3%	-19%	0.2%
Cc1csc2c(NC3CCN(Cc4ccccc4)CC3)ncnc12	12%	-1%	-8%	12%	1.9%
CCOc1ccc(C2C(C(=O)/C=C/c3ccco3)=C(O)C(=O)N2CCN2CCOCC2)cc1OC (stereo unspecified)	1%	10%	-2%	-12%	0.6%
COc1ccccc1/C=N/NC(=O)CN(C1=NS(=O)(=O)c2ccccc21)c1ccccc1	3%	0%	6%	-3%	i
CC(O)Cn1ccccc1=N (stereo unspecified)	-4%	-2%	-13%	3%	1.4%
Cc1cc(C)c(NC(=O)CC(=O)c2ccccc2)c(Cl)c1	?	27%	-9%	-12%	0.4%
Cc1ccccc1N1C(=O)NC(=O)/C(=C\c2cc(C)n(C)c2C)C1=O	11%	22%	1%	-5%	1.2%
CCCC(=O)Nc1cc(C(=O)O)ccc1S(=O)(=O)c1ccc(Cl)cc1	-6%	3%	-4%	1%	0.8%
Cc1c(Br)c([N+](=O)[O-])nn1C(C)C(=O)Nc1nccs1 (stereo unspecified)	12%	20%	-7%	-1%	0.1%
CC(=O)OCC(=O)Nc1ccc(SC(F)F)cc1	-4%	.	2%	1%	0.8%
Fc1cccc(NC(=S)Nc2ccc(Br)cc2)c1	8%	?	10%	14%	0.7%
Cc1cccc(NC(=O)CSc2ccc(-c3ccccn3)nn2)c1C	?	?	1%	-3%	0.6%
O=C(OCc1ccc(F)cc1Cl)c1ccccn1	?	?	27%	-8%	i
O=C(Nc1ccc(OC(=O)c2ccccc2)c(-c2nc3ccccc3s2)c1)c1ccccc1	27%	-8%	-5%	-1%	6.3%
COc1ccc(N2CC(C(=O)Nc3ccccc3C(=O)NC3CC3)CC2=O)cc1 (stereo unspecified)	-3%	-12%	3%	5%	3.0%
CCOc1ccc(N2C(=O)/C(=C/c3cccs3)N(C)C2=S)cc1	1%	-8%	-8%	-13%	1.1%
COc1ccc(OC2CCN(S(=O)(=O)c3ccc(C(C)=O)cc3)CC2)cc1	7%	42%	-23%	6%	0.8%
COc1ccccc1NC(=O)Cc1nnc(SCC(=O)NC2CCCC2)n1C	-2%	5%	-5%	0%	2.0%
COc1ccc(OC)c(Cc2nnc(CCC(=O)N3CCCCCC3)o2)c1	-5%	7%	-5%	4%	2.7%
CC1CCN(Cc2ccc(-c3nnn(CC(=O)Nc4ccccc4Cl)n3)cc2)CC1	4%	41%	-16%	-4%	2.2%

Carrying on.
SMILES	H37Rv inhibition	M. tuberculosis	influenza NS1A	Salmonella PhoP GFP	inhibitors of VEEV	others
CCOc1cc(CNCc2ccccn2)cc(Cl)c1OC	?	56%	-4%	0%	1.1%
CN(C)c1ccc(/C=C(/NC(=O)c2ccccc2)C(=O)N2CCCC2)cc1	-7%	10%	8%	11%	1.8%
O=Cc1ccc(N2CCCC2)c(F)c1	8%	11%	3%	-5%	i	inhibitors of VEEV 10K pilot screen=0.3
CCOc1ccc(CCNC(=O)COC(=O)c2ccc(OC)c(OC)c2OC)cc1OCC	-3%	-14%	7%	-20%	0.7%
S=c1[nH]nc(COc2ccc(Cl)cc2)n1C1CCCCC1	-4%	-20%	6%	5%	i
COc1ccc(/C=C/c2c([N+](=O)[O-])c(=O)n(C)c(=O)n2C)cc1OC	9%	-4%	-3%	-2%	0.4%
Cc1ccc(NC(=O)C2(N3CCC3=O)CCCCC2)cc1	-1%	9%	10%	-1%	0.2%
CCN(CC(=O)Nc1cccc(Br)c1)Cc1nc2ccccc2c(=O)[nH]1	.	.	0%	.	10%	inhibitors of VEEV 10K pilot screen=2.8
COc1ccc(N(C)S(=O)(=O)c2cccc(C(=O)NC3CCCC(C)C3C)c2)cc1 (stereo unspecified)	-1%	34%	-4%	-5%	9.7%
O=C(CSc1nnc(-c2ccncc2)n1Cc1ccccc1)NC1CCCc2ccccc21 (stereo unspecified)	-4%	5%	-11%	0%	3.6%
CCCN(C(=O)CSc1nc2ccccc2n1CC)C1CCS(=O)(=O)C1 (stereo unspecified)	1%	7%	0%	26%	4.1%
CCCn1c(SCC(=O)N(C)CC(=O)Nc2ccc(C)cc2)n[nH]c1=O	-8%	-23%	-2%	.	i
COC(=O)[C@@]12CCCN1[C@H](c1ccc(-c3ccccc3)cc1)[C@@H]1C(=O)N(C)C(=O)[C@@H]12	-1%	12%	9%	-4%	1.4%	inhibitors of VEEV 10K pilot screen=0.2
CC(C)(C)c1ccc(C2(C)NC(=O)NC2=O)cc1 (stereo unspecified)	1%	-3%	5%	-1%	0.0%
CSc1ccccc1NC(=O)c1ccc(CN2CCOCC2)cc1	1%	-15%	.	7%	3.0%
CC1CCN(C2=C(NS(=O)(=O)c3ccccc3)C(=O)c3ccccc3C2=O)CC1	-4%	21%	11µM*	3%	2.5%
CCOC(=O)Cc1c(C)nc2c(-c3ccccc3)cnn2c1C	-3%	14%	-16%	-4%	5.5%
Cc1n[nH]c(C)c1CCN(C)Cc1cn(C)nc1-c1ccccc1F	-5%	-7%	-2%	-12%	i

Of the compounds above, nine contain an NH in an aromatic ring:
SMILES	H37Rv inhibition	M. tuberculosis	influenza NS1A	Salmonella PhoP GFP	inhibitors of VEEV	others
N#C/C(=C\c1ccc(OC(=O)c2cccs2)cc1)c1nc2ccccc2[nH]1	38%	?	-1%	-1%	4.6%
Cc1ccc(-n2c(=O)[nH]cc(C(=O)N3CCc4ccccc43)c2=O)cc1	9%	4%	-2%	1%	4.1%
CCCCCC(O)CCc1n[nH]c(=S)n1-c1ccccc1 (stereo unspecified)	-6%	17%	4%	-8%	0.3%
CN1/C(=C\C(=O)CSc2ncn[nH]2)C(C)(C)c2ccccc21	-1%	21%	-3%	-8%	0.4%
Cc1nnc(Nc2ccc(O)cc2)[nH]c1=O	3%	6%	0%	-4%	0.2%
S=c1[nH]nc(COc2ccc(Cl)cc2)n1C1CCCCC1	-4%	-20%	6%	5%	i
CCN(CC(=O)Nc1cccc(Br)c1)Cc1nc2ccccc2c(=O)[nH]1	.	.	0%	.	10%	inhibitors of VEEV 10K pilot screen=2.8
CCCn1c(SCC(=O)N(C)CC(=O)Nc2ccc(C)cc2)n[nH]c1=O	-8%	-23%	-2%	.	i
Cc1n[nH]c(C)c1CCN(C)Cc1cn(C)nc1-c1ccccc1F	-5%	-7%	-2%	-12%	i
